TAAR1 antag: human TAAR1 antagonists, primary screen, Fluo-8 calcium fluorescence, CHO RD-HGA16 cells. Trace amine-associated receptor 1 (Homo sapiens), Q96RJ0. antagonist. inhibition, % at 3 µM. 360,000 compounds, 1.5% hits. AID 624466, 2012;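 active = inhibition above a per-plate cutoff, the mean inhibition of test compounds on that plate plus 3 SD, cut at about 49% in these data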;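 note: 0% = DMSO plus EC80 beta-PEA response and 100% = DMSO alone without agonist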
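Material: CHO RD-HGA16 cells bearing hTAAR1; compound dosing: one-point dosing, 3 µM nominal final; schedule: dye loading 75 min at 37 °C, then 30 min room temperature; measured by: calcium fluorescence with Fluo-8; control set: vehicle and agonist controls; replication: n of 1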
CHRM5 antagonist: human M5 muscarinic receptor antagonists, primary screen, CHO cells, Fluo-8 calcium fluorescence; Muscarinic acetylcholine receptor M5 (Homo sapiens), P08912; CHO-hM5 cells, ACh EC80; inhibition, % at 3 µM; 360,000 compounds, 0.59% hits; AID 624040, 2012;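 active = inhibition above a per-plate cutoff, the mean of that plate's test compounds plus 3 SD, cut at about 27% in these data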;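 note: 0% = acetylcholine EC80 with DMSO and 100% = DMSO without agonist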
Target sequence (P08912 whole entry, looked up): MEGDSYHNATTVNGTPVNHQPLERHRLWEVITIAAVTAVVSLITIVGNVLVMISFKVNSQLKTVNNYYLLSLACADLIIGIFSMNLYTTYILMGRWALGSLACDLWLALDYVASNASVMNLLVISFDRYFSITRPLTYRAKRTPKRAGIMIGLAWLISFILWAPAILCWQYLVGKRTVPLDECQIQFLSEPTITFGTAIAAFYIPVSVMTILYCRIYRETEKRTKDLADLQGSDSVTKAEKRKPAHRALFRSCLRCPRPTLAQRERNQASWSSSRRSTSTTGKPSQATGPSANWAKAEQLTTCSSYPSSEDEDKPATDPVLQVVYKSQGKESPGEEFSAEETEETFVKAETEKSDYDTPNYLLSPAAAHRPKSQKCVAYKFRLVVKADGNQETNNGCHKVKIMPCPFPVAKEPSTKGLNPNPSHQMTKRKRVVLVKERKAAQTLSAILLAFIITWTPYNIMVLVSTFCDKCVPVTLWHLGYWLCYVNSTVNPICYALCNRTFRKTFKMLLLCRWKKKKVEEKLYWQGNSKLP
CRFR2-BP antag: antagonists of CRF-BP/CRF-R2 complex, primary screen, cell-based, HEK293, calcium dye fluorescence, uHTS | CRF-induced calcium fluorescence | inhibition, % at 11.8 µM | 350,000 compounds, 0.59% hits | AID 588475, 2011;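 active = inhibition of the ligand-induced calcium signal above about 50% at the single tested concentration, limit read from the data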
M5 ag: human M5 muscarinic receptor agonists, primary screen, CHO-K1 cells, Fluo-8 calcium fluorescence. Muscarinic acetylcholine receptor M5 (Homo sapiens), P08912. CHO-K1 hM5 cells; 0% DMSO wells, 100% maximal acetylcholine response. activation, % at 3 µM. 360,000 compounds, 0.19% hits. AID 624037, 2012;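 active = activation above the run's mean over test compounds plus 3 SD, cut at about 23% in these data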;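 note: signal is peak over basal fluorescence ratio across the kinetic read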
CRFBP-R2 agonist: agonists of CRF-BP/CRF-R2 complex, primary screen, cell-based, HEK293, calcium dye fluorescence, uHTS; CRF-binding protein / CRF receptor 2 complex (human); calcium dye fluorescence (FLIPR); percent of saturating CRF peptide response; activation, % at 13.2 µM; 350,000 compounds, 0.46% hits; AID 588473, 2011;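 active = activation of at least 50%, plus an integration ratio under a set limit after plate pattern correction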;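 note: plate controls were neutral control wells without compound for no effect and CRF at EC100 for full effect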
M5 PAM: human M5 muscarinic receptor positive allosteric modulators, primary screen, CHO-K1 cells, Fluo-8 calcium fluorescence; CHO-K1 hM5, ACh EC20 PAM; 0% = ACh EC20, 100% = ACh EC100; activation, % at 3 µM; 360,000 compounds, 0.3% hits; AID 624038, 2012;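 active = activation above the run cutoff, the mean activation of all test compounds plus 3 SD, cut at about 18% in these data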
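Probe or stimulus: acetylcholine, EC20 level; Assay system: human M5 receptor in CHO-K1 cells; Schedule: compound preincubation 140 s before EC20 acetylcholine addition; Technique: intracellular calcium via Fluo-8 fluorescence; Dosing: single-point, 3 µM nominal; Read-out basis: percent activation from peak-over-basal fluorescence ratio, scaled EC20-to-EC100 acetylcholine; Repeats: one well per compound, no replicates.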
CHO-K1 Ca PAM: nonselective calcium activators in parental CHO-K1 cells, primary screen, counter-screen for M1 PAM project, cell-based, Fluo-8 calcium fluorescence, full deck, 1536-well | AID 602247, 2012 | 360,000 compounds, 0.02% hits | activation, % at 3 µM | ATP EC20; 0% at ATP EC20, 100% at ATP max;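 active = activation above the run cutoff, the mean activation of all test compounds plus 3 SD, cut at about 40% in these data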;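 note: peak over basal fluorescence ratio in a 140 s read after ATP addition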
TAAR1 ag: human TAAR1 agonists, primary screen, Fluo-8 calcium fluorescence, CHO RD-HGA16 cells. Trace amine-associated receptor 1 (Homo sapiens), Q96RJ0. vehicle wells 0%, saturating PEA agonist 100%. activation, % at 3 µM. 360,000 compounds, 0.99% hits;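 active = activation above the mean activation of all test compounds in the run plus 3 SD, cut at about 38% in these data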
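System: CHO RD-HGA16 cells carrying human TAAR1 plus Gα16; Incubation: 17-24 h seeding, 75 min 37 °C dye, 30 min RT; Measured by: Fluo-8 fluorescence, 5 s baseline then 140 s kinetic read; Control set: DMSO and PEA EC100; Replication: single well for each compound.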
CHRM4 PAM: human M4 muscarinic receptor positive allosteric modulators, primary screen, CHO-K1 cells, Fluo-8 calcium fluorescence; activation, % at 3 µM; 360,000 compounds, 0.4% hits; Muscarinic acetylcholine receptor M4 (Homo sapiens), P08173; AID 624126, 2012; CHO-K1 hM4/Gqi5, ACh EC20; 0% = ACh EC20, 100% = maximal ACh;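 active = activation above its plate's cutoff, the mean activation of sample wells plus 3 SD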; note: some results filed as inactive read as strong as hits
Target sequence (P08173 whole entry, looked up): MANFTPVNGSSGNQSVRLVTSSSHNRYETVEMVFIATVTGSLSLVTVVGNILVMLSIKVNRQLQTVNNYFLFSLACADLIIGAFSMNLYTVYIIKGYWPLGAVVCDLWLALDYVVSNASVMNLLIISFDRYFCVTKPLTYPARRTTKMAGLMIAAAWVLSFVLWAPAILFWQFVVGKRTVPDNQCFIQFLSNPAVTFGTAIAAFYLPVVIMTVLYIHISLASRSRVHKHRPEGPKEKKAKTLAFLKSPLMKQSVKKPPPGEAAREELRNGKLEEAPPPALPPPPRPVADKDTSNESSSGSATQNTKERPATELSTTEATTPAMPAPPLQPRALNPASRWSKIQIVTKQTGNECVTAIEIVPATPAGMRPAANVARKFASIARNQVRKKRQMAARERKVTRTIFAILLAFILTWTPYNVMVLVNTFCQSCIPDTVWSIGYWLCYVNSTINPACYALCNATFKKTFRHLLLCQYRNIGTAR
* hit, by the source's call; · = not tested or not shown. These rows are one share of the data; rates above refer to the full screens.

entry	SMILES	TAAR1 antag	CHRM5 antagonist	CRFR2-BP antag	M5 ag	CRFBP-R2 agonist
1	COc1c(C)cc(C(=O)C2CCCN(Cc3cccc(C)n3)C2)cc1C (configuration not stated)	1	-10	-12	-8	-1.2
2	CN(C)CC#CCOCCOCCC#N	-14	-2	2	5	1.2
3	Cc1cc(OCC(=O)NC2CCS(=O)(=O)C2)c2c3c(c(=O)oc2c1)CCC3 (configuration not stated)	-18	-5	26	-5	-1.1
4	COC(=O)C1=C(c2c(C)noc2C)C[C@@H]2CC[C@H]1N2C(=O)NCCCOC(C)C	-12	9	8	1	-2.2
5	CCCCn1c(O)c(C(C)=Nc2cccc(C(=O)O)c2)c(=O)[nH]c1=O	1	-2	10	1	-0.7
6	O=C1CSC2N1CCNC21CCCCC1 (configuration not stated)	-9	1	11	0	1.8
7	C[C@H](CO)N1C[C@H](C)[C@@H](CN(C)C(=O)Oc2ccc3ccccc3c2)OCc2cnnn2CCCC1=O	-3	-3	-5	-1	-0.3
8	COc1ccccc1-n1c(O)c(/C=N/N2CCCCC2)c(=O)n(-c2ccccc2OC)c1=S	3	19	-9	7	0.8

entry	M5 PAM	CHO-K1 Ca PAM	TAAR1 ag	CHRM4 PAM
1	2	20	5	-15
2	2	17	3	7
3	-7	16	6	-4
4	3	11	4	5
5	9	23	-1	14
6	-1	11	-1	-4
7	0	15	-1	1
8	-6	0	4	-8

(list continues)
entry	SMILES	TAAR1 antag	CHRM5 antagonist	CRFR2-BP antag	M5 ag	CRFBP-R2 agonist
9	CC(C)CN1Cc2ccccc2-n2nncc2C1	0	-3	-1	-2	-1.0
10	CN(C)c1ccc(NC(=O)CN2C(=O)CN=C(c3ccccc3)c3cc(Cl)ccc32)cc1	-27	5	19	-1	0.3
11	Cc1noc(C)c1CSCC(=O)Nc1ccc(C#N)c(Cl)c1	25	-1	4	7	-0.9
12	COC(=O)C1=C(c2cccc(C#N)c2)C[C@@H]2CC[C@H]1N2C(=O)NCCO	11	9	2	4	-0.3
13	CC1C(C)N1CC(O)Cn1ccnc1[N+](=O)[O-] (configuration not stated)	-15	2	11	0	-2.0
14	c1ccc2c(CCNCc3ccc4c(c3)OCO4)c[nH]c2c1	2	4	-7	-1	-0.5
15	COc1nc2ccccc2nc1N1CCN(C)CC1	-15	9	2	-5	-0.4
16	CN(Cc1cccc(-c2cccnc2)c1)C(=O)Oc1ccc([N+](=O)[O-])cc1	34	11	·	1	·

entry	M5 PAM	CHO-K1 Ca PAM	TAAR1 ag	CHRM4 PAM
9	2	-10	2	0
10	-2	12	-1	8
11	-8	4	12	-2
12	-1	-18	4	5
13	-3	-11	-1	-2
14	-2	6	12	11
15	-8	16	7	-9
16	-22	0	2	-10

(listing goes on)
entry	SMILES	TAAR1 antag	CHRM5 antagonist	CRFR2-BP antag	M5 ag	CRFBP-R2 agonist
17	COc1cccc(C(=O)C2CCCN(Cc3cccc4c3OCO4)C2)c1 (configuration not stated)	5	16	2	-6	0.7
18	C=C1C(C)C2C(Cc3ccccc3)NC(=O)C23OC(=O)/C=C/C(O)CCCC(C)C/C=C/C3C1O (configuration not stated)	70*	8	17	7	1.1
19	O=C(c1ccc(CNS(=O)(=O)c2ccc(Br)cc2)cc1)N1CCC2(CC1)OCCO2	-20	-7	-2	1	-0.6
20	COC(=O)C1=C(c2ccc(OC)c(OC)c2)C[C@@H]2CC[C@H]1N2C(=O)N1CCOCC1	5	-14	1	4	-2.0
21	COc1ccc(C(c2nnnn2-c2c(C)cccc2C)N2CCC(n3c(=O)[nH]c4ccccc43)CC2)cc1 (configuration not stated)	-31	1	·	-3	·
22	CC[C@H]1CN2CC[C@@]3(C(=O)Nc4ccccc43)[C@@H]2C[C@@H]1/C(=C\OC)C(=O)OC	·	10	16	1	0.8
23	CCOP1(=S)Oc2cc3c(cc2C(C(=O)OC)(C(F)(F)F)O1)OCO3 (configuration not stated)	18	-3	25	2	-2.7
24	O=C1/C(=C/c2ccncc2)N2CCC1CC2	-13	-5	-5	-8	1.0

entry	M5 PAM	CHO-K1 Ca PAM	TAAR1 ag	CHRM4 PAM
17	-18	5	5	-20
18	-27	-1	18	-8
19	0	19	4	-11
20	9	-12	3	1
21	-9	-3	3	10
22	-1	8	·	3
23	0	-4	1	-2
24	5	-19	0	-4

Remaining list, next part
entry	SMILES	TAAR1 antag	CHRM5 antagonist	CRFR2-BP antag	M5 ag	CRFBP-R2 agonist
25	O=C1c2ccccc2C(=O)N1Cc1nc2ccccc2c(=O)n1-c1cccnc1	5	-5	2	0	-0.5
26	O=c1[nH]c(O)c(N=Nc2cc(C(F)(F)F)ccc2Cl)c(=O)[nH]1	8	0	-24	-6	0.1
27	CC1=NN(c2ccccc2)C(=O)/C1=C/c1c(O)[nH]c(=O)[nH]c1=O	13	0	18	-1	-3.2
28	Cc1cc(C=C2C(=O)NC(=O)NC2=O)c(C)n1-c1ccncc1	-12	9	5	-1	-0.9
29	O=C(COc1ccc(Br)cc1)N1CCN(Cc2ccc3c(c2)OCO3)CC1	2	-9	2	-1	-1.0
30	Cc1ccc(OCC(=O)N2CCN(C)CC2)c(Br)c1	-9	-8	4	-4	0.1
31	COc1ccccc1CNCCc1cccc(Cl)c1	4	12	-21	-3	3.6
32	COc1ccc(NC(=O)c2cn(CCC#N)nc2-c2ccccc2)cc1	-9	9	-3	3	0.5

entry	M5 PAM	CHO-K1 Ca PAM	TAAR1 ag	CHRM4 PAM
25	2	14	4	11
26	5	4	-3	2
27	-1	22	11	-1
28	4	2	1	4
29	0	-5	-1	-4
30	-1	0	7	2
31	3	12	6	-2
32	-12	-10	0	-1

The list goes on:
entry	SMILES	TAAR1 antag	CHRM5 antagonist	CRFR2-BP antag	M5 ag	CRFBP-R2 agonist
33	COC(=O)C1=C(c2cccc(OCc3ccccc3)c2)C[C@@H]2CC[C@H]1N2C(=O)NCCCc1ccccc1	35	16	1	-1	2.1
34	CCCNS(=O)(=O)c1ccc(OCC(=O)N2CCN(C)CC2)cc1	2	-2	-11	2	-0.4
35	CCC(C(=O)N1CCC2(CC1)OCCO2)n1c2ccccc2c2nc(=O)cc(C)n21 (configuration not stated)	-15	8	-7	-9	-3.2
36	Cc1ccc(-n2c(O)c(C=NCCC3=CCCCC3)c(=O)[nH]c2=O)cc1	0	0	-37	1	2.1
37	CCC(c1nnnn1-c1ccc(OC)cc1)N1CCC2(CC1)C(=O)NCN2c1ccccc1 (configuration not stated)	9	-3	·	7	·
38	CC1CN(CCc2ccccc2)CC(C)O1 (configuration not stated)	7	-3	9	-3	-1.1
39	CCCN1CCC(NC2CCC(O)CC2)CC1 (configuration not stated)	-13	-1	5	0	-2.7
40	Nc1c2c(nc3sc4c(c13)CCCC4)CCCCC2	-8	-1	5	-7	-2.0

entry	M5 PAM	CHO-K1 Ca PAM	TAAR1 ag	CHRM4 PAM
33	-5	1	7	-10
34	0	16	0	-5
35	-5	20	9	-11
36	4	22	6	0
37	0	11	5	-4
38	-2	9	2	2
39	1	8	5	3
40	-2	27	0	-1

Whole records as entered above.
Profile of CCC(c1nnnn1-c1ccc(OC)cc1)N1CCC2(CC1)C(=O)NCN2c1ccccc1 (configuration not stated) = TAAR1 antag = 9; CHRM5 antagonist = -3; CRFR2-BP antag = ·; M5 ag = 7; CRFBP-R2 agonist = ·; M5 PAM = 0; CHO-K1 Ca PAM = 11; TAAR1 ag = 5; CHRM4 PAM = -4
Profile of CCCN1CCC(NC2CCC(O)CC2)CC1 (configuration not stated) = TAAR1 antag = -13; CHRM5 antagonist = -1; CRFR2-BP antag = 5; M5 ag = 0; CRFBP-R2 agonist = -2.7; M5 PAM = 1; CHO-K1 Ca PAM = 8; TAAR1 ag = 5; CHRM4 PAM = 3
Profile of CCC(C(=O)N1CCC2(CC1)OCCO2)n1c2ccccc2c2nc(=O)cc(C)n21 (configuration not stated) = TAAR1 antag = -15; CHRM5 antagonist = 8; CRFR2-BP antag = -7; M5 ag = -9; CRFBP-R2 agonist = -3.2; M5 PAM = -5; CHO-K1 Ca PAM = 20; TAAR1 ag = 9; CHRM4 PAM = -11

(cont.)
entry	SMILES	TAAR1 antag	CHRM5 antagonist	CRFR2-BP antag	M5 ag	CRFBP-R2 agonist
41	N#CCCn1cc(C(=O)Nc2ccc([N+](=O)[O-])cc2)c(-c2ccccc2)n1	-15	-6	18	4	-1.6
42	COc1cccc(C2(O)CCSCC2CN(C)C)c1 (configuration not stated)	9	8	4	-1	0.0
43	COc1ccccc1CCNCc1ccc(OC)c(OC)c1OC	55*	4	8	-3	-5.5
44	COc1cc(C(O)CN)ccc1O (configuration not stated)	-8	1	7	1	1.7
45	CCCC(=O)Nc1ccc(N2CCN(CC)CC2)c(Cl)c1	-10	1	-20	-5	0.5
46	O=C(O)c1nn(Cc2ccc(Cl)cc2Cl)c2ccccc12	-43	-1	21	0	-3.8
47	COc1cccc(CN2CCCCC2c2cccnc2)c1 (configuration not stated)	-6	2	5	-5	-0.5
48	O=P(Nc1ccccc1)(Oc1ccccc1)Oc1ccccc1	74*	14	-11	5	0.2

entry	M5 PAM	CHO-K1 Ca PAM	TAAR1 ag	CHRM4 PAM
41	2	10	1	-8
42	-3	28	4	-3
43	5	15	62*	4
44	3	8	21	-5
45	0	14	13	-2
46	-1	15	1	7
47	0	14	4	-8
48	-26	13	8	-15

The results go on.
entry	SMILES	TAAR1 antag	CHRM5 antagonist	CRFR2-BP antag	M5 ag	CRFBP-R2 agonist
49	CCOC(=O)c1c(-c2ccc(OC)cc2)oc2ccc(OC(=O)N(C)C)cc12	40	-9	-26	-4	0.1
50	Cc1cccc(NC(=S)N2CC3CC(C2)c2cccc(=O)n2C3)c1C (configuration not stated)	-2	1	24	-2	-5.0
51	Cc1ccc(S(=O)(=O)N2Cc3cc(-c4ccccc4)ccc3-n3nncc3C2)cc1	-10	-2	·	2	·
52	CN1CCc2cccc(Cl)c2CC1	86*	6	3	-2	-3.0
53	Cc1ccc(NC(=O)c2cn(CCC#N)nc2-c2ccc3c(c2)OCCO3)c([N+](=O)[O-])c1	11	-3	5	-2	-0.3
54	O=c1[nH]c(=O)n(Cc2ccco2)c(O)c1C=NCc1ccc2c(c1)OCO2	-8	1	-6	-2	-2.2

entry	M5 PAM	CHO-K1 Ca PAM	TAAR1 ag	CHRM4 PAM
49	-34	11	16	-2
50	1	10	3	-4
51	2	10	-2	5
52	-7	20	102*	0
53	2	26	3	-2
54	1	7	12	4

Bioassay records: PubChem, several laboratories
